Compound activity as filed in PubChem.
POLH inh: blocks human DNA polymerase eta activity. hit rate 1.2% among 390,000. recombinant Pol eta, fluorescent DNA replication assay. Potency, µM (doses to about 114 µM), inactives show top-dose activity change, negative = inhibition, usual class: inhibitors. Q9Y253; further: potency means the concentration at half of the fitted maximal effect; on the % scale 0 is the no-effect control and ±100 the full control effect
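Pol eta (10 nM) was preincubated with compounds for 15 min at room temperature, after which fluorescent replication substrate (50 nM final) was added to start the reaction. Fluorescence was read kinetically at 0 and 10 min.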
LDHA inh: LDHA (human) enzyme inhibition; P00338; purified LDHA, NADH/diaphorase-resazurin fluorescence; stronger effect = lower value; activity change, % (values are at about 110 or 230 µM); hit rate 0.15% among 480,000; AID 1347041; in the data active means activity change below about -30%; inconclusive means mostly about -25% to -30%;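 further: plate controls were DMSO wells for no effect and wells without enzyme for full effect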
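Human LDH5 (2 nM) was incubated with 0.06 mM NADH and 0.2 mM pyruvate for 5 min at room temperature in Tris pH 7.4. Remaining NADH was coupled through diaphorase/resazurin, and resorufin fluorescence was read at 0 and 20 min.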
Pol kappa inh: inhibitors of human DNA polymerase kappa. AID 588579. purified Pol kappa, fluorescent DNA synthesis assay, 10 min. hit rate 0.53% among 400,000. Potency, µM (doses to about 107 µM), without a hit: at the top dose activity, negative = inhibition, usual class: inhibitors. Q9UBT6; further: potency means the concentration at half of the fitted maximal effect; on the % scale 0 is the no-effect control and ±100 the full control effect
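Kinetic fluorescence screen: compound preincubated 15 min RT with 10 nM enzyme; 50 nM substrate (final) initiates; reads at 0/10 min.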
POLB inh: DNA polymerase beta (human) inhibition. Pol beta primer extension/strand displacement, fluorescence kinetic. Potency, µM (highest dose often 114 µM), for the others: at the highest dose activity change, negative = inhibition, usual class: inhibitors. hit rate 1.3% among 340,000. AID 485314; further: potency means the concentration at half of the fitted maximal effect; on the % scale 0 is the no-effect control and ±100 the full control effect
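Pol beta (10 nM) was preincubated with compound for 15 min at room temperature. The reaction was then started with 50 nM substrate and read immediately and after a further 10 min at room temperature.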
ERG-DNA inh: inhibitors of human ERG Ets domain-DNA interaction; Potency, µM (doses to about 76.9 µM), without a hit: top-dose FP activity, negative = inhibition, hits mostly inhibitors; hit rate 0.028% among 370,000; fluorescence polarization, His-ERG Ets domain / labelled DNA; P11308; AID 624246; active means well fitted inhibition curve with a large enough effect in the polarisation, with a control signal flat; inconclusive means small, poorly fitted or top-dose-only effect, or effect the other way, or a change in a side signal; inactive means no such curve, though single readings can be large or run the other way; the % refers to the polarisation;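 further: polarization taken with two DNA probes labelled with fluorescein and Texas red; potency means the concentration at half of the fitted maximal effect; % of control where 0% means no effect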
Target sequence (P11308 whole entry, looked up, the tested form may be a part): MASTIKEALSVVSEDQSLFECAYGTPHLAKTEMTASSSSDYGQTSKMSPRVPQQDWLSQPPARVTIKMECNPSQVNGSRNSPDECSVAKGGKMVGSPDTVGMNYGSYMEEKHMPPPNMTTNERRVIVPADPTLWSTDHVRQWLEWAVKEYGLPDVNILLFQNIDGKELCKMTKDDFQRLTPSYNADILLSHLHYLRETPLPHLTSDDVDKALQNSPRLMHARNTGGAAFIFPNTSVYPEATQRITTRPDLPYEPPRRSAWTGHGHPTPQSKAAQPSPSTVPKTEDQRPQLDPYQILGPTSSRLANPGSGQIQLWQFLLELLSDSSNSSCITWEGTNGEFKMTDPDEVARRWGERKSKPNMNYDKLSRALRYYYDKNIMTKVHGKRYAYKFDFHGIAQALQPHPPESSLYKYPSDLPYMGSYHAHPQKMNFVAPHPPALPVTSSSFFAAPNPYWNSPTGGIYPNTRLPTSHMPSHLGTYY
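His-tagged ERG Ets domain (1 uM in the protein solution; 300mM KCl, 50mM Tris-HCl, 1mM EDTA, 1mM DTT, pH 7.5) received compound, then a probe mix of 5 nM fluorescein-DNA and 100nM Texas-615-DNA. Fluorescence polarization was read for both dyes.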
Apoferritin bind: binds horse apoferritin like a general anesthetic. apoferritin/1-aminoanthracene competitive binding, fluorescence. Potency, µM (series often up to 77.5 µM), for inactives: top-dose activity change, negative = displacement, actives largely listed as inhibitors. hit rate 0.074% among 350,000. AID 485281; further: potency means the concentration at half of the fitted maximal effect; on the % scale 0 is the no-effect control and ±100 the full control effect; nearly all actives have a fitted effect of over 20% in size
Target sequence (P02791 2-175 limits assumed): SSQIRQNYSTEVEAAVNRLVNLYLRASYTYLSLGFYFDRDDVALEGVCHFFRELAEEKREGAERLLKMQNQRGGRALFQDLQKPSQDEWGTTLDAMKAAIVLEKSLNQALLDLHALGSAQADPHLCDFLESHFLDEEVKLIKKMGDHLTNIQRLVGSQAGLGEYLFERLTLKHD
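Horse-spleen apoferritin (10 uM) in 50% saturated 1-aminoanthracene in PBS was incubated 10 min at room temperature with compound. Fluorescence (ex 380, em 535 nm) was normalized to free and bound 1-AMA, with concentration-response fitted by a four-parameter Hill equation.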
ALOX12 inh: blocks human arachidonate 12S-lipoxygenase; purified 12hLO, xylenol orange hydroperoxide absorbance; Potency, µM (doses to about 108 µM), for the others: at the highest dose activity change, negative = inhibition, most hits filed as inhibitors; hit rate 1.1% among 580,000; further: potency means the concentration at half of the fitted maximal effect; on the % scale 0 is the no-effect control and ±100 the full control effect
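Hydroperoxide product was detected by ferrous iron/xylenol orange as the 573 to 405 nm absorbance ratio. Arachidonic acid at 40 uM (final) was turned over for 30 min at room temperature by 150 nM human 12hLO, pH 7.0 Hepes buffer, after 15 min compound preincubation.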
APEX1 inh: APE1 (human) endonuclease inhibition | Potency, µM (series often up to 65.8 µM), for the others: at the top dose activity change, negative = inhibition, most hits filed as inhibitors | P27695 | hit rate 0.35% among 350,000 | recombinant APE1, TAMRA/BHQ-2 abasic DNA cleavage fluorescence;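 further: potency means the concentration at half of the fitted maximal effect; plate controls were vehicle for no effect and reference inhibitor for full effect; nearly all actives have a fitted effect of over 55% in size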
Target sequence (P27695 whole entry, looked up): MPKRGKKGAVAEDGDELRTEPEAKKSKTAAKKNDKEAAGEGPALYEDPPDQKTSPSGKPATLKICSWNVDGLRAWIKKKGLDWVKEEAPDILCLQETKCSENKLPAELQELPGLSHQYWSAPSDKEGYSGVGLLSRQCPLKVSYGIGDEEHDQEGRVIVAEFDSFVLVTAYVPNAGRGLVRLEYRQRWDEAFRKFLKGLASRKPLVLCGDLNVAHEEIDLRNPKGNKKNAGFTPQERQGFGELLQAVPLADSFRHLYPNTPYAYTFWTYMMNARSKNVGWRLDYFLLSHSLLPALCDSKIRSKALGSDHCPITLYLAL
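Incision of a quenched TAMRA/BHQ-2 THF abasic-site duplex (50 nM) by 0.75 nM APE1, after 15 min compound preincubation, measured as fluorescence increase over three 60 s reads. Values normalized to buffer, DMSO and NSC13755 control wells.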
RGS4 inhibitor: inhibitors of human regulator of G protein signaling 4; P49798; Transcreener GDP fluorescence polarization, RGS4-accelerated GTP hydrolysis; Potency, µM (highest dose often 114 µM), without a hit: top-dose activity change, negative = inhibition, actives largely listed as inhibitors; hit rate 0.039% among 390,000; further: potency means the concentration at half of the fitted maximal effect; on the % scale 0 is the no-effect control and ±100 the full control effect; nearly all actives have a fitted effect of over 75% in size; some results filed as inactive show a strong effect at the top dose
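MLSMR compounds (23 nl, pin-transferred) preincubated 10 min at room temperature with a 500nM (2x) first reagent, then RGS4 at 900nM (2x) plus Transcreener GDP mix added; fluorescence polarization (620/688 nm) read before and after 90 min at 30 °C.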
Active calls of the source: *; i = inactive; ? = inconclusive; nt = not tested or not shown; [ ] = another dose, or the depositor's remark. Unless noted, the call rests on the fitted dose curve; in most records, active means well fitted curve in the direction sought with a large enough effect; inconclusive means small, poorly fitted or top-dose-only effect, or another doubt; inactive means no such curve, though single readings can be large; an effect the other way counts as inactive or inconclusive. A portion of the library (hit frequency here may not be typical).

Results follow in this order: POLH inh	LDHA inh	Pol kappa inh	POLB inh	ERG-DNA inh	Apoferritin bind	ALOX12 inh	APEX1 inh	RGS4 inhibitor
1) Cc1cc(C)nc(SCc2nnc(SCC(=O)Nc3nccs3)n2C)n1
→ -15.9%	0.3	-13.7%	-3.3%	-0.7%	1.9%	14.9%	6.4%	-2.3%[11.4 µM]
2) C=CCNC(=O)c1ccc2c(c1)N(CC)C(=O)c1ccccc1S2
→ -5.8%	-11.9	-19.1%	46.3%	9.8%	-5.9%	-1.5%	-0.2%	12.5%
3) CC(C)CCN1CCN(Cc2ccon2)CC1CCO (centres undefined)
→ -9.5%	-1.5	10.5%	37.0%	6.4%	-5.8%	-2.8%	8.0%	-10.0%
4) CN(C(=O)CCCN1CCCC1=O)C1CCCN(Cc2ccccc2F)C1 (centres undefined)
→ -1.6%	-4.3	-5.9%	?	-6.3%	-5.0%	i	-9.6%	3.8%
5) COc1ccc(N(C(=O)c2ccn[nH]2)C(C(=O)NC2CCCC2)c2ccc(F)cc2)cc1 (centres undefined)
→ -4.7%	-6.4	11.1%	13.2%	-1.0%	-9.7%	-5.5%	-2.4%	2.1%
6) O=C(O)C1(Nc2ccc(Br)cc2)CCCC1
→ 3.2%	-3.0	-10.0%	nt	4.1%	nt	?	nt	-19.0%
7) Cc1cc(C)n(-c2cccc(Cl)c2)c(=O)c1C#N
→ -8.2%	-4.8	0.3%	31.9%	-6.7%	?	-15.8%	-2.0%	-28.3%
8) Cc1cccc(C)c1NC(=O)CN(C)C(=O)CCC(=O)c1ccccc1
→ -25.7%	-7.1	-8.5%	nt	-9.7%	nt	-25.2%	13.0%	0.7%
9) O=c1[nH]c(N/N=C/c2ccc(O)cc2)nc2ccccc12
→ ?	-0.3	-4.3%	?	-4.6%	53.0%[activator]	-0.6%	-2.7%	-39.9%
10) Cc1ccc2cc(C(c3nnnn3C(C)(C)C)N3CCCCCC3)c(=O)[nH]c2c1 (centres undefined)
→ -4.3%	-0.3	-8.1%	27.5%	-1.9%	3.3%	nt	-0.7%	0.3%
11) CCC(/C=N/NC(=O)C(N)=O)CC
→ -13.6%	-0.6	0.6%	28.1%	-0.4%	2.6%	-3.0%	-0.6%	-10.9%
12) C#CCOc1ccc(/C=C2/C(=O)ON=C2C)cc1Br
→ -29.5%	-5.2	1.6%	?	19.4%	-17.3%	9.6%	-2.0%	?
13) CC(C)OCCCNC(=O)CCc1nc(-c2ccccc2)no1
→ 2.7%	2.4	-7.9%	22.8%	2.9%	-6.9%	0.0%	8.9%	2.1%
14) CCN(CC)C(=O)Cn1c(=O)n(CCCCCC(=O)NCc2ccccc2)c(=O)c2sccc21
→ nt	-6.7	-15.7%	34.7%	-2.1%	3.9%	-16.4%	nt	14.0%
15) C=CCN1C(=O)C2C(C(=O)NC3CCCCC3)C3C=CC2(O3)C1C(=O)NC1CCCC1 (centres undefined)
→ -9.1%	-7.8	-9.4%	37.8%	-12.0%	-6.3%	-22.5%	0.1%	5.7%
16) COc1ccc(NC(=O)CO/N=C(\C)c2cccs2)cc1
→ -13.3%	-1.2	1.2%	32.5%[activator]	12.6%	-6.1%	7.8%	17.8%	-8.7%
17) CCCC(=O)Nc1nnc(SCC(=O)NCc2ccco2)s1
→ -7.6%	-7.8	-8.2%	?	-6.2%	-6.6%	-4.0%	6.1%	0.3%
18) CCN(CC)S(=O)(=O)c1ccc(Cc2ncc(C(F)(F)F)cc2Cl)s1
→ -17.0%	-1.2	-10.8%	12.9%	-2.3%	?	0.0%	8.0%	8.6%
19) CCCOc1ccc(C(=O)OCC(=O)c2c(N)n(C)c(=O)n(C)c2=O)cc1OCC
→ 7.1%	-6.6	-17.5%	27.8%	-1.7%	0.3%	2.6%	-5.6%	18.9%
20) CN1C(=O)Cc2cc(S(=O)(=O)N3CCN(c4cccc(Cl)c4)CC3)ccc21
→ -4.6%	-1.4	-2.2%	-1.5%	1.5%	-8.4%	-15.7%	-21.7%	-6.9%
21) CCc1nccn1S(=O)(=O)c1cc(C)c(OC)cc1C
→ -14.2%	-3.8	7.9%	-1.5%	0.3%	-10.5%	4.4%	1.0%	-6.3%
22) CCOc1ccccc1NC(=O)Cn1c(=O)sc2ccccc21
→ -10.7%	-5.9	-20.6%	3.3%	4.2%	-16.4%	8.4%	-4.2%	-4.4%
23) Cc1ccc(-n2c(C)nn(-c3ncc(C(F)(F)F)cc3Cl)c2=O)cc1
→ -7.7%	10.6	6.0%	0.4%	0.6%	-10.6%	38.9%[activator]	-0.8%	-26.2%
24) CCCCNC(=O)O[C@@H]1C[C@H]2CCC(=O)N3CC[C@@H](C1)[C@@H]23
→ -7.0%	-0.1	9.7%	30.5%	-13.7%	-1.8%	-0.8%	1.5%	-11.8%
25) O=C(Nc1cccc([N+](=O)[O-])c1)C1C2/C=C\CCCCC21 (centres undefined)
→ -4.3%	-2.1	1.4%	-20.5%	-7.2%	-13.4%	-1.0%	1.0%	20.9%
26) COc1ccc(S(=O)(=O)N(CC(=O)N/N=C/c2cccs2)c2cc(C)cc(C)c2)cc1OC
→ -14.7%	1.6	3.8%	-27.5%	5.7%	5.8%	-6.5%	-3.3%	-19.5%
27) CN1C(=O)/C(=C/C=C2/CCCN2C)N(C)C1=S
→ -3.7%	8.7	4.2%	31.8%	-3.0%	-4.7%	?	?	-16.5%
28) Cc1ccc2cc3cc(C(=O)N4CCCCCC4)oc3nc2c1
→ 9.1%	-3.3	-9.6%	-0.4%	-2.6%	-0.7%	nt	-0.5%	16.0%
29) COc1cc(COc2ccc3c(C)c(Cc4ccccc4)c(=O)oc3c2C)cc(OC)c1OC
→ -6.1%	-4.3	-1.3%	-1.3%	5.4%	-5.3%	-6.7%	-10.3%	7.2%
30) COc1ccc(/C=N/NC(=S)Nc2ccccc2)cc1COc1ccc(Br)cc1
→ -8.0%	-4.5	-9.5%	16.3%	-13.0%	-3.3%	?	-6.2%	-5.3%
31) O=C(NCc1ccccc1)c1ccc(Br)o1
→ -0.9%	-3.6	-2.0%	-0.3%	5.0%	-12.3%	0.9%	3.5%	24.5%
32) O=C(CCn1ccnc1)Nc1cc(Cl)ccc1O
→ -5.5%	2.3	-15.3%	19.9%	19.6%	?	-1.4%	14.1%	8.8%
33) Cc1ccc2nc(NC(=S)NC(=O)c3ccc(OC(C)C)cc3)sc2c1
→ -5.0%	-7.4	-5.9%	?	-22.9%	-15.5%	-35.5%	-4.2%	26.5%
34) COc1ccc(OCCCC(=O)Nc2ccc(OC)c(S(=O)(=O)N3CCOCC3)c2)cc1
→ -3.0%	2.5	-10.7%	nt	19.0%	nt	231.4%[activator]	5.3%	-24.2%
35) CC(=O)c1c(N=CN(C)C)nc(C)nc1-c1ccccc1
→ -2.6%	-4.9	-3.6%	27.7%	3.6%	-5.9%	2.8%	-2.9%	32.8%
36) O=C(COC(=O)COc1ccccc1F)Nc1cccc(S(=O)(=O)N2CCCCC2)c1
→ -3.9%	0.5	-10.6%	nt	11.4%	nt	410.8%[activator]	-2.1%	-0.8%
37) Cc1ccc(C(=O)N/N=C2\CCc3ccccc32)c(C)c1
→ -0.6%	-3.9	-3.3%	0.159µM*	-4.2%	-5.7%	-16.4%	1.2%	16.5%
38) COc1ccc(-c2c(C)nn(-c3ccccc3)c2NC(C)=O)cc1OC
→ -15.5%	-3.8	-8.1%	17.7%	11.3%	-2.4%	2.3%	-9.0%	3.2%
39) O=C(O)c1ccc2c(c1)C(=O)N(c1ncccn1)C2=O
→ -3.6%	-1.9	-12.8%	?	-9.8%	1.6%	-0.3%	-16.6%	23.3%
40) Cc1sc2nc3n(c(=O)c2c1C)NC(=O)CC3
→ -10.5%	5.9	1.8%	-0.8%	3.3%	0.4%	?	5.6%	-11.1%
41) CCCc1cc(=O)[nH]c(SCC(=O)Nc2oc(C)c3c(C)n[nH]c(=O)c23)n1
→ 1.0%	7.2	-21.0%	nt	-15.0%	nt	-21.5%	-3.2%	-6.6%
42) CN(C)C(=O)CCc1ccc2c3c([nH]c2c1)[C@]1(CCC2CCCC2)[C@@H](C(=O)N2CCOCC2)C[C@H](CC(=O)NCCN2CCOCC2)C(=O)N1CC3
→ -4.4%	-2.7	2.0%	nt	9.5%	nt	-3.4%	1.7%	15.3%
43) COc1ccc(NC(=O)Nc2cccc3c2O[C@H](CN(C)C(=O)Nc2ccc4c(c2)OCO4)[C@@H](C)CN([C@H](C)CO)C3=O)cc1
→ -26.2%	1.9	2.3%	nt	8.8%	nt	?	6.1%	-8.6%
44) CCOCCn1cnc2sc(C(=O)Nc3ccccc3C(=O)OC)c(C)c2c1=O
→ -8.4%	-2.3	-13.8%[60.1 µM]	3.2%	2.1%	3.7%	-0.5%	nt	10.2%
45) COc1cc(/C=N/NC(=O)c2c(C)nnn2-c2nonc2N)ccc1O
→ 6.7%	-2.8	-14.3%	1.6%	-1.3%	-2.3%	-11.5%	1.0%	0.3%
46) O=C(Oc1ccccc1N1C(=O)CCC1=O)c1ccco1
→ -4.8%	-4.6	-9.1%	-5.4%	-11.4%	?	321.8%[activator][57.4 µM]	-2.4%	-6.6%[11.4 µM]

POLB inh, what is marked active above
No. | Molecule | POLH inh | LDHA inh | Pol kappa inh | POLB inh | ERG-DNA inh | ALOX12 inh | RGS4 inhibitor
37 | Cc1ccc(C(=O)N/N=C2\CCc3ccccc32)c(C)c1 | -0.6% | -3.9 | -3.3% | 0.159µM* | -4.2% | -16.4% | 16.5%
